From PubChem
NCI-60 one-dose screen, 48 h, at 10 µM unless noted. Numbers give growth in % (100 = growth as untreated, 0 = no growth, -100 = all killed).
HL-60(TB): HL-60(TB) leukemia cells. 9% of 78,000 active; active = growth percent below 10
The depositor's hits bear a star; & = joins results of further samples. Only part of the results is shown (hit frequency here may not be typical).

SMILES	HL-60(TB)
CCCc1cc(C(CC)C(CC)c2ccc(O)c(CCC)c2)ccc1O (stereo unspecified)	57
Cc1cc(N2CCCCCC2)nc(N2CCN(CC(=O)Nc3ccc4c(ccn4C)c3)CC2)n1	81
CCN1C(=O)NC(c2ccccc2)C1=O (stereo unspecified)	87
CCCCCN(CCCCC)C(=O)C(C)C	94
COc1ccc(Nc2ncccc2/C=C/c2cc(OC)c(OC)c(OC)c2)cc1OC	71
CC(=O)N1N=C(c2ccc(Br)cc2)CC1c1cccc(Nc2ccnc3cc(C(F)(F)F)ccc23)c1 (stereo unspecified)	92
COc1cc(-c2csc(NC(=O)Nc3cc(Cl)cc(Cl)c3)n2)cc(OC)c1OC	35
O=c1c(O)c(-c2ccccc2)oc2ccc(O)cc12	61
COc1ccc(Cc2cc(-c3ccccc3)nn(Cc3ccccc3)c2=O)cc1OC	26
Cc1cn([C@]2(CF)O[C@H](CO)C2C)c(=O)[nH]c1=O (stereo partly specified)	105
O=C1c2ccccc2C(=O)N1CCCI	102
CCOC(=O)/C(=C/c1ccc(OC)c(OC)c1)P(=O)(OCC)OCC	97
O=C(c1ccc([N+](=O)[O-])c([N+](=O)[O-])c1O)n1[nH]c(=O)c2ccccc2c1=O	45
O=c1c2cc(F)ccc2sc2c(NCCCN3CCOCC3)nc3ccccc3c12	91
Cn1cc(-c2nonc2-c2cn(C)c3ccccc23)c2ccccc21	-27*
CN(C)c1ccc2[nH]c3ccccc3c2c1	99
CCCCCCCCCC(=O)OCCCC(CCC(C)OC(=O)CCCCCCCCC)OC(=O)CCCCCCCCC (stereo unspecified)	99
CN1CCN(CCS(=O)(=O)Nc2cc(-c3ccc4ncnc(Nc5ccc(F)c(Cl)c5)c4c3)cnc2Cl)CC1	19
CN(C)c1ccc(/C=C/C=N/NC(=O)c2cc(O)c(O)c(O)c2)cc1	84
O=C(CN1C(=O)CCC1=O)Nc1ncc(Cc2ccc(F)cc2)s1	98
Cc1c(C(=O)N2CCN(c3ccccc3)CC2)[nH]c2ccc(Cl)cc2c1=O	104
CCCCCC/C=C1\CCC(CN2CCCC2)C1=O (stereo unspecified)	62
ClCCN(CCCl)c1ccc2c(c1)Cc1cc(Cl)ccc1-2	91
NCCCCCCN(CCO)CCO	96

Among those listed so far, these contain an aryl methoxy group:
SMILES	HL-60(TB)
COc1ccc(Nc2ncccc2/C=C/c2cc(OC)c(OC)c(OC)c2)cc1OC	71
COc1cc(-c2csc(NC(=O)Nc3cc(Cl)cc(Cl)c3)n2)cc(OC)c1OC	35
COc1ccc(Cc2cc(-c3ccccc3)nn(Cc3ccccc3)c2=O)cc1OC	26
CCOC(=O)/C(=C/c1ccc(OC)c(OC)c1)P(=O)(OCC)OCC	97

(next part)
SMILES	HL-60(TB)
O=C(N/N=C/c1cccc(O)c1O)c1ccccc1	19
O=C(Nc1ccc(C(=O)O)c(O)c1)c1ccc(C(=O)Nc2ccc(C(=O)O)c(O)c2)cc1	85
O=C(NNc1nc(Cl)nc(N2CCN(C(c3ccccc3)c3ccccc3)CC2)n1)c1ccccc1	-22*
CC(=O)OC1(C(C)=O)CCC2C3CCC4=C(C)C(=O)CCC4(C)C3CCC21C (stereo unspecified)	99
CCOC(=O)c1ccc(NC(=O)C2(N3C(=O)c4ccccc4C3=O)CCCC2)cc1	101
NS(=O)(=O)c1cccc(N=Cc2c[nH]c3ccccc23)c1	102
O=C(c1ccc(Nc2nccc(NCCCNc3ccnc4cc(Cl)ccc34)n2)cc1)N1CCCCC1	22
Cc1c2ccccc2nc2c1ccc1cccnc12	86
COC(=O)c1cc(-c2cc(OC)c(OC)c(OC)c2)[nH]c1N/N=C/c1c(Cl)cccc1Cl	134
Cc1nc(Nc2nc(C)c3ccc(OCCN4CCOCC4)cc3n2)[nH]c(=O)c1C	2.9*
COc1ccc(/C=N\NC(=S)Nc2ccc(F)cc2)cc1OC	72&81
CCCCCCCCCC1OCC(CC)C(CCC)O1 (stereo unspecified)	103

Looked up by compound from the entries so far, 4 records:
SMILES	HL-60(TB)
O=C(c1ccc(Nc2nccc(NCCCNc3ccnc4cc(Cl)ccc34)n2)cc1)N1CCCCC1	22
COC(=O)c1cc(-c2cc(OC)c(OC)c(OC)c2)[nH]c1N/N=C/c1c(Cl)cccc1Cl	134
CCCCCCCCCC1OCC(CC)C(CCC)O1 (stereo unspecified)	103
NS(=O)(=O)c1cccc(N=Cc2c[nH]c3ccccc23)c1	102

(next part)
SMILES	HL-60(TB)
CCC1([N+](=O)[O-])COC(c2ccc(C)cc2)OC1 (stereo unspecified)	106
CC(=O)Oc1ccccc1C(=O)[Se]C(=NC(C)C)NC(C)C	-41*
CN(C)c1ccc(C(c2ccc(Cl)cc2)c2ccc(N(C)C)cc2)cc1	95
O=C(NN1C(=O)/C(=C/C=C/c2ccc([N+](=O)[O-])o2)SC1=S)c1ccncc1	-30*
[2H]C([2H])([2H])Oc1ccc(/C=C/C(=O)/C=C(O)/C=C/c2ccc(OC([2H])([2H])[2H])c(OC([2H])([2H])[2H])c2OC([2H])([2H])[2H])c(OC([2H])([2H])[2H])c1OC([2H])([2H])[2H]	94
O=S(=O)(Oc1ccc(/C=N/N=c2/sc(-c3ccccc3)cn2-c2ccccc2)cc1)C(F)(F)C(F)(F)C(F)(F)C(F)(F)C(F)(F)C(F)(F)F	106
COc1ccc(/C=C2/SC(=O)N(CCCC(=O)N3CCN(c4cc5c(cc4F)c(=O)c(C(=O)O)cn5C4CC4)CC3)C2=O)cc1OC	98
O=C(c1ccc(O)cc1)c1ccc(C(=O)c2ccc(O)cc2)cc1	93
O=c1nc2c(-c3ccccc3)n[nH]n2c2ccsc12	95
c1ccc(CCn2cncc2-c2c[nH]c3ccccc23)cc1	89
CN1CCN(CCCOc2ccc3ncnc(Nc4ccc(Oc5cccc(F)c5)c(Cl)c4)c3c2)CC1	-47*
O=[N+]([O-])c1ccc(N2c3nc4ccccc4cc3Sc3cc4ccccc4nc32)cc1	84
Cc1c(O)cc(-c2csc(N)n2)c(O)c1C	99
CCCCCCNC(=O)C(C)Br (stereo unspecified)	100
CC1=Nc2cccc3cccc(c23)NC(=O)C1	116
O=S1(=O)CCOC1	100
CC(=O)Nc1nc(-c2ccc([N+](=O)[O-])cc2)c(CCC=O)c(=O)[nH]1	109
CS(=O)(=O)c1ccc(C(=O)N2N=C(c3ccccc3)CC2c2ccc3c(c2)OCO3)cc1 (stereo unspecified)	37
c1ccc(CC(Cc2ccccc2)C2=NCCCN2)cc1	65
CC(C)C1=C[C@@]23CC[C@@H]4[C@](C)(CCC[C@@]4(C)C(=O)OCC#CCN4CCOCC4)[C@H]2C[C@@H]1[C@H]1C(=O)CCC(=O)[C@H]13	84
CCCCC1COc2cccc3c2N1C=C/C3=C\C(=O)N1CCCc2ccccc21 (stereo unspecified)	98
O=c1[nH]cnc2c1ncn2C1O[C@H](CO)[C@@H](O)[C@H]1O (stereo partly specified)	94
O=C(Nc1ccccc1)N1CCN(C(=O)Nc2ccccc2)CC1	97
Cc1cc(C)c2c(N)c(C(=O)Nc3ccc(C(F)(F)F)cc3)sc2n1	96
CC(=O)Cc1nn(Cc2ccccc2)[nH]c1=O	113
CCN(CC)c1ccc(C(=C2C=CC(=[N+](CC)CC)C=C2)c2ccc(S(=O)(=O)O)cc2S(=O)(=O)[O-])cc1	84
CC(=O)Nc1nc2c(s1)Nc1ccccc1NC2=O	100
COc1cccc(CNc2ncnc3sc(-c4ccc(NC(C)=O)cc4)cc23)c1	99
CN1CCN(C(=O)C23CCC(C)(C)C[C@H]2C2=CC[C@@H]4[C@@]5(C)C/C(=C/c6ccco6)C(=O)C(C)(C)[C@@H]5CC[C@@]4(C)[C@]2(C)CC3)CC1 (stereo partly specified)	59
C=C1CC[C@@]2(C#N)[C@H]3[C@H](CC[C@@H]2C)[C@@H](C)C[C@@H](CC(C)(C)C#N)[C@H]13	22
O=C(Nc1ccc(Cl)c([N+](=O)[O-])c1)Nc1ccc(Cl)c([N+](=O)[O-])c1	2.9*
O=C(NO)c1ccc(NC(=S)NC(=O)c2ccc(OCc3ccccc3)cc2)cc1	92
COc1ccc(OC)c(C2=C(CN)C(O)N=C(Sc3cc(O)c(O)cc3C)N2)c1 (stereo unspecified)	99
COC(=O)CCC(C)C1CCC2C3CCC4CC5CCC4C3(CO5)C(=O)C(Br)C12C (stereo unspecified)	105
N#Cc1c(Oc2ccc(Cl)cc2)nc2sc3cc(Cl)ccc3n2c1=N	108
CCOC(=O)c1c(-c2ccccc2)csc1NC(=O)c1ccccc1	82
C[n+]1ccc(Nc2ccc(NC(=O)c3ccc(Nc4cc[n+](C)c5ccc(N)cc45)cc3N)cc2)cc1	105&81
COc1ccc(-c2n[nH]c(=O)c3nc(NC(=S)Nc4ccc(Cl)cc4)sc23)cc1	83
O=C1OC(c2ccc(-c3ccccc3)cc2)=C/C1=C/C=C/c1ccccc1	91
CN1C/C(=C\c2ccc(O)cc2O)c2[o+]c3cc(O)ccc3cc2C1	47
CS(=O)(=O)c1ccc(C(=O)C2C(=O)CCCC2=O)c([N+](=O)[O-])c1	103
Cn1c(=O)c2[nH]c(N/N=C/c3cccc(Br)c3)nc2n(C)c1=O	97
CC(=O)N1c2ccccc2NC2=C(C(=O)NC2(C)C)C1c1ccco1 (stereo unspecified)	65
CCCCCCCCCCCCCCCCCCCCC/C=C\C[C@H](O)C/C=C1/C(=O)C=C[C@@H]1C/C=C\CCCC(=O)OC	100
Cc1ccc(C)c2c1CCC2C(C)C (stereo unspecified)	108
O=C(O)C1CCC(C(=O)O)CC1 (stereo unspecified)	66
CCCC(=O)c1ccc(O)cc1	89
CCC[n+]1cccc(C(N)=O)c1	100
COc1cc(C(=O)NNC(=O)c2ccccc2C(=O)O)cc(OC)c1OC	5.8*
CCOC(=O)/C(=C\c1ccc(F)cc1)[Se]c1ccccc1	97
O=C(O)C1CSC(c2cccs2)N1 (stereo unspecified)	98
COc1cc2oc(-c3ccc(NC(=O)c4ccc(Cl)cc4)cc3)cc(=O)c2c(OC)c1OC	97
Nc1ccc(OCCNC(=O)Nc2ccc(S(=O)(=O)F)cc2)c(Cl)c1	79
CCCC1OCC(Cl)(Cl)C(c2ccccc2)O1 (stereo unspecified)	117
CN(C)CCCOc1cccc(NC2=C(Cl)C(=O)C(Nc3cccc(OCCCN(C)C)c3)=C(Cl)C2=O)c1	-53*
COCCOC(=O)c1ccc2nc([C@@H](C)[C@H]3CC[C@H]4[C@@H]5CCC6=CC(=O)CC[C@]6(C)[C@H]5CC[C@]34C)[nH]c2c1	66
CCOC(=O)c1ccc(NCCC(=O)O)cc1	96
O=C(NNC(=O)c1cccc([N+](=O)[O-])c1)c1cccc([N+](=O)[O-])c1	89
Cc1ccc(S(=O)(=O)Oc2ccc3c(ccn3C(=O)C34CC5CC(CC(C5)C3)C4)c2)cc1	104
Cc1c(C(=O)N[C@H](CO)Cc2ccccc2)[nH]c2ccc(Cl)cc2c1=O	100

Continued.
SMILES	HL-60(TB)
COc1ccc(-n2ncn(Cc3nc(-c4ccc(Cl)cc4)n[nH]3)c2=O)cc1	81
S=C1Nc2c(sc3ccc(Cl)cc23)C(c2ccc3ccccc3c2)N1 (stereo unspecified)	103
O=C(CCl)NC1CCCCC1	111
CCCCCCCCCCCC#N	86
Cn1cc(-c2nnc(-c3ccccc3)s2)c2cc(Br)cnc21	103
Cc1ccc(-c2csc3nc(C)c(CCCl)c(=O)n23)cc1	107
COc1cc(/C=C/C(=O)c2cnn(-c3cc(=O)[nH]c4ccccc34)c2C)cc(OC)c1OC	0.4*
N#C[Se]CCOC(=O)CCC(NC(=O)c1ccc(NCc2cnc3nc(N)[nH]c(=O)c3n2)cc1)C(=O)O (stereo unspecified)	71
CCCc1nc2ccccn2c1Nc1ccc(C(=O)NO)cc1	111
O=C1c2cc3c(cc2-c2c1c1ccc(Cl)cc1c(=O)n2CCCNCCO)OCO3	-64*
O=C1/C(=C/c2ccc(O)cc2)SC(=S)N1CCc1ccc(O)cc1	86
Cc1ccc(S(=O)(=O)N(SSN(c2ccccc2)S(=O)(=O)c2ccc(C)cc2)c2ccccc2)cc1	83
Nc1ccc(CCCCc2ccccc2)c(Cl)c1	79
CCOC(=O)c1cc(/C(=N\O)c2cc(OC)c(OC)c(OC)c2)n2cc(C)cc(C)c12	9.4*
N#Cc1c(-c2ccc(Cl)cc2)nc(SCc2ccc([N+](=O)[O-])cc2)nc1N1CCOCC1	98
O=C(O)CCCC(=O)c1cccs1	97
O=C(CS(=O)(=O)O)c1ccc(C(=O)CS(=O)(=O)O)cc1	90
Cc1nc(Nc2cccnc2)sc1C(=O)/C=C/c1ccc(Cl)cc1	-4.8*
CC(C)C1=CC(=O)CCC1	101
Cc1ccc(-c2nc(Nc3ccccc3C(=O)O)c3ccccc3n2)cc1	18
Nc1nc2ncc(CNc3ccc(C(=O)NC(CCC(=O)NC(CCC(=O)NC(CCC(=O)NC(CCC(=O)NC(CCC(=O)O)C(=O)O)C(=O)O)C(=O)O)C(=O)O)C(=O)O)cc3)nc2c(=O)[nH]1 (stereo unspecified)	93
C[N+](C)(C)CCC1CCCCC1	96
NCCCc1nnc(CCC(=O)c2nc3ccccc3[nH]2)o1	92
Cc1cccc(S(=O)C(c2ccccc2)c2ccccc2)c1 (stereo unspecified)	73
CC1(C)CC[C@]23CC[C@]4(C)[C@H](CC[C@@H]5[C@@]6(C)CCNCC(C)(C)[C@@H]6CC[C@]54C)[C@H]2[C@H]1OC3	24
COc1ccc(CNC(=O)c2cc3c(=O)n4ccccc4nc3n(CCc3ccccc3)c2=N)cc1	114
COc1ccc(C=Nc2ccccc2C(=O)O)cc1OC	104
O=C(O)CCc1nc(-c2ccccc2)c(-c2ccccc2)o1	100
Cc1ccc(O)c(C(=O)c2cccc(Cl)c2)c1	145
